Assay outcomes: PubChem, several laboratories
CAL PDZ FP-1: inhibitors of human CAL PDZ peptide binding. Q9HD26. purified CAL PDZ, TMR-peptide fluorescence polarization, 1 h. inhibition, % at 24.9 µM. 300,000 compounds, 0.92% hits. AID 602252;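 active = mean inhibition of at least 30% with at least half of replicates also reaching 30%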;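 note: 0% = DMSO neutral control and 100% = excess unlabeled competitor peptide PRC23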
Wnt act: activates Wnt/beta-catenin signaling in a reporter cell assay; activator, plate reader; activation, % at 9.35 µM; 300,000 compounds, 1.2% hits; AID 743398; in the data active = activation above about 30%, passing the limit was not always enough;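 note: 0% = neutral control wells and 100% = positive control wells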
AddAB inh: less growth of phage-infected E. coli with AddAB; E. coli expressing H. pylori AddAB, absorbance growth; AID 435030; 330,000 compounds, 0.29% hits; inhibition, % at 11.9 µM; in the data active = inhibition above about 12%;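 note: 0% = vehicle wells of infected cells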
SR-BI uptake up: activators of SR-BI mediated HDL lipid uptake | CHO ldlA[mSR-BI] cells, DiI-HDL uptake fluorescence, 3 h; 100 = double the neutral-control signal | activation, % at 12.5 µM | 320,000 compounds, 0.096% hits;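 active = mean replicate activation of at least 60% and every replicate at or above 60%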;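 note: 0% = median plate neutral-control signal and 100% = twice that signal; values of inactives mirror those of a sister screen read the other way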
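System: CHO ldlA[mSR-BI] cells / Medium: HEPES-buffered (25 mM, pH 7.4) F12 plus 0.5% BSA / Probe or stimulus: labelled HDL, 10 µg/mL / Doses: single compound concentration, delivered by pin transfer / Schedule: 3 h, 37 °C / Measured by: DiI fluorescence, bottom read / Measure: cell-associated DiI fluorescence as measure of HDL uptake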
E coli growth: bacterial growth inhibition, counter-screen for AddAB inhibitors; E. coli V3065 growth, OD600 absorbance, 18 h; inhibition, % at 11.9 µM; 330,000 compounds, 0.27% hits; AID 449728;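 active = inhibition above the campaign's mean inhibition across all tested compounds plus 3 SD, cut at about 9.9% in these data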;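 note: uninfected addAB+ strain grown without phage in ampicillin broth; 0% = DMSO wells and 100% = ciprofloxacin 0.95 µg/ml wells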
Tat export inh: E. coli Tat transport inhibition | E. coli MC4100 TorA-mCherry Tat export, fluorescence | 340,000 compounds, 0.036% hits | inhibition, % at 10 µM;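 active = mean replicate inhibition at least 50% and at least half of replicates individually reaching 50%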;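 note: exported cargo escapes ClpAP degradation while cytoplasmic cargo is degraded and loses fluorescence; 0% = median of neutral control wells and 100% = median of NaSCN control wells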
CAL PDZ FP-2: human CAL PDZ-peptide interaction inhibition; inhibition, % at 20 µM; AID 504414; 330,000 compounds, 0.02% hits; purified CAL PDZ, TMR-peptide fluorescence polarization, 1 h; Q9HD26;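 active = highest replicate inhibition of at least 40%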;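 note: plate controls were DMSO neutral control wells for no effect and unlabeled competitor peptide control wells for full effect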
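System: tagged CAL PDZ domain. Schedule: 1 h room-temperature incubation prior to read. Signal: fluorescence polarization (mP). Measure: percent inhibition from loss of millipolarization.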
MITF TRPM1 HTS: activators of MITF-driven TRPM1 promoter activity in SK-MEL-5 cells; SK-MEL-5 TRPM1-promoter luciferase, 24 h; % of positive control, neutral wells = 0; AID 588334; activation, % at 12.5 µM; 300,000 compounds, 0.75% hits;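 active = mean activation of at least 80% with every replicate also reaching 80%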;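 note: 0% = neutral control wells and 100% = parthenolide positive control wells; values of inactives mirror those of a sister screen read the other way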
SR-BI HDL uptake: mouse SR-BI HDL lipid transfer inhibition; ldlA[mSR-BI] CHO cells, DiI-HDL uptake fluorescence, 3 h; inhibition, % at 12.5 µM; 320,000 compounds, 0.96% hits; AID 488896;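 active = mean replicate inhibition of at least 70% and a set share of replicates each scoring 70 or more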;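 note: 0% = median of neutral control wells and 100% = median of positive control wells; values of inactives mirror those of a sister screen read the other way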
Target sequence (Q61009 whole entry, looked up): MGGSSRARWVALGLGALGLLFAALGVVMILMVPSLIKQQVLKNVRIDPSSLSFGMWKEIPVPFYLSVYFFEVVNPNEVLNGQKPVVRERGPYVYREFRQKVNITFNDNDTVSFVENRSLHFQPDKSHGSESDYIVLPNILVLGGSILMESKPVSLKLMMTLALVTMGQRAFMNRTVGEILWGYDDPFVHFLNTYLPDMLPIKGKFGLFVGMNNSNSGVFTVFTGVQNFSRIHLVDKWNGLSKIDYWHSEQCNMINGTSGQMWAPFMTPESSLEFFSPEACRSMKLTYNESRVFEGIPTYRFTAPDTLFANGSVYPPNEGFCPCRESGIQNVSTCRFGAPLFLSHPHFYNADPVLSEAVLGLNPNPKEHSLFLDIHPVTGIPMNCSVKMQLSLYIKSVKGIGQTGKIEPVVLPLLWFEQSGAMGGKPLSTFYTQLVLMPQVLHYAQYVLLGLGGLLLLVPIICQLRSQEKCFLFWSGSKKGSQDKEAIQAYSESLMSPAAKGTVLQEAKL
phage Ecoli inh: E. coli growth loss with phage present; growth absorbance; inhibition, % at 11.9 µM; 360,000 compounds, 0.26% hits; AID 651602; in the data active = inhibition above about 11%
* hit, by the source's call; x = no result given.

Screens in order: CAL PDZ FP-1 | Wnt act | AddAB inh | SR-BI uptake up | E coli growth | Tat export inh | CAL PDZ FP-2 | MITF TRPM1 HTS | SR-BI HDL uptake | phage Ecoli inh
- O=S1(=O)CCC(SCc2nc3sccn3c2Br)C1 (centres undefined)
→ -3 | x | 2.5 | -10 | 0.6 | 4 | -2.4 | 8 | 10 | 0.9
- CC(C)=CCC/C(C)=C/CNC(=O)C[C@H]1C[C@H](C(=O)N(C(C)C)C(C)C)[C@@]2(C)c3[nH]c4ccc(Cl)cc4c3CCN2C1=O
→ -2 | 0 | -1.4 | -3 | 1.2 | -10 | -0.2 | -8 | 3 | -1.2
- CCOc1ccc2[nH]c(=O)c(=O)[nH]c2c1
→ -3 | x | 3.2 | x | -0.7 | 3 | -0.8 | -8 | x | -1.0
- COc1ccc(C(C)NC(=O)c2ccccc2Br)cc1OC (centres undefined)
→ -1 | -2 | -2.1 | 21 | 0.3 | -3 | -2.2 | -4 | -21 | 1.8
- O=[N+]([O-])c1cccc(CSc2ncnc3ccccc23)c1
→ 1 | -1 | 1.6 | -25 | 1.1 | 7 | -4.2 | 0 | 25 | 3.2
- COC(=O)CCSCC(=O)Nc1ccc(S(=O)(=O)N2CCOCC2)cc1OC
→ 1 | 0 | 4.1 | 6 | 1.0 | -6 | 0.0 | -3 | -6 | 1.2
- O=C1C=C(c2cc3ccccc3s2)CCC1
→ -8 | 26 | 1.3 | -9 | 2.1 | 4 | 0.4 | 106* | 9 | 1.7
- CCOC(=O)C1CCN(C(=O)c2ccc(SC)cc2OC)CC1
→ 7 | -5 | -0.4 | -9 | 1.4 | 6 | -3.5 | -3 | 9 | 1.7
- CC1=[N+]([O-])C(C)(C)C(C)N(O)C1=O (centres undefined)
→ 2 | x | 1.3 | 10 | 1.3 | -9 | 0.4 | -8 | -10 | 0.7
- CCC(Cc1ccccc1)NS(=O)(=O)c1csc(C(N)=O)c1 (centres undefined)
→ x | -1 | 4.6 | 5 | -0.4 | -3 | -1.0 | 16 | -5 | 1.1
- Oc1ccc(Cl)cc1/C=N/c1nc2ccccc2[nH]1
→ x | x | 1.8 | 9 | -1.2 | -4 | -1.9 | -6 | -9 | 1.5
- Cc1cc(C)n(-c2nc(NCCN(C)C)c3c4c(sc3n2)CCCC4)n1
→ -5 | 0 | -2.5 | 12 | -2.7 | 6 | -4.4 | x | -12 | -2.5
- Cc1csc(NC(=O)CSc2nnc3c4ccccc4nc(C(C)(C)C)n23)n1
→ -5 | x | 3.7 | -14 | 0.4 | 2 | 1.2 | -26 | 14 | 1.1
- CC(C)(O)C#Cc1ccc(CN2CCN(CCc3ccccc3)C(CCO)C2)s1 (centres undefined)
→ -4 | -3 | 0.5 | -8 | -1.3 | -20 | -1.9 | -1 | 8 | 3.4
- O=[N+]([O-])c1cccc(/C=N/N2CCN(c3ccccn3)CC2)c1
→ 1 | 19 | -0.6 | 11 | -1.2 | -3 | -0.7 | 71 | -11 | 2.7
- COc1cc(C(C)=O)ccc1OCC(=O)OCCCOC(=O)COc1ccc(C(C)=O)cc1OC
→ 1 | 3 | 1.0 | 16 | 3.8 | -6 | -2.0 | -2 | -16 | 1.2
- CSc1ccccc1N=CC1=C(O)CC(C)(C)CC1=O
→ 4 | -2 | -0.8 | 0 | 0.1 | -4 | -0.1 | 7 | 0 | 2.0
- N#CC1(NC(=O)COC(=O)CNC(=O)c2sc3ccccc3c2Cl)CCCCC1
→ -6 | -1 | 2.4 | 13 | -1.2 | -3 | -1.4 | x | -13 | 6.7
- CCN(CC)C(=O)c1sc2nc(N3CCOCC3)c3c(c2c1N)CCCC3
→ x | -5 | 0.2 | -20 | 0.7 | 8 | -0.5 | x | 20 | 2.2
- CCc1ccc(C(=O)NC(C(=O)O)C(C)C)cc1 (centres undefined)
→ -3 | x | 1.9 | 3 | -2.1 | -6 | 0.2 | x | -3 | 2.3
- Cc1cc2c(cc1S(=O)(=O)NCc1ccccc1Cl)OCCN2C
→ x | -4 | -0.6 | 23 | 3.4 | -8 | -0.8 | 6 | -23 | 3.8
- Cc1ccc(-c2c[n+](CC(=O)Nc3nc(-c4ccccc4)cs3)c3n2CCC3)cc1
→ -5 | 1 | -0.2 | -50 | -1.6 | 1 | -3.4 | -14 | 50 | 2.8
- c1ccc(CSc2nnc(Cc3ccccn3)o2)cc1
→ -1 | -2 | 4.6 | 2 | 1.6 | -4 | -1.7 | x | -2 | 3.6
- CCOc1ccc(S(=O)(=O)NCC2CCCO2)cc1 (centres undefined)
→ -2 | -7 | 1.1 | 6 | 0.7 | 6 | -0.1 | -9 | -6 | 1.4
- Cc1ccc2cccc(NC(=S)NC(=O)c3ccn(C)n3)c2n1
→ 1 | x | -0.5 | -34 | -3.0 | 1 | -2.9 | -15 | 34 | -3.5
- CCCC(=O)Nc1ccccc1NC(=O)CN(C)S(=O)(=O)c1ccc(C)cc1
→ 0 | -1 | 1.8 | x | 0.2 | -4 | 0.3 | 7 | -61 | 1.2
- Cc1ccc(-n2c(SCC(=O)NCC3CCCO3)nc3ccccc3c2=O)cc1C (centres undefined)
→ x | -5 | -0.1 | 1 | -2.0 | 5 | -1.1 | -1 | -1 | 2.4
- CCOP(=O)(OCC)C(NC(=O)Nc1cccc(Cl)c1)c1ccccc1 (centres undefined)
→ -1 | -2 | 0.1 | 8 | -3.0 | -9 | -1.9 | -2 | -8 | 0.4
- CCCCCCCNC(=O)C1(CC2CC(c3ccc(Cl)cc3)=NO2)CCN(C(=O)OC(C)(C)C)CC1 (centres undefined)
→ -1 | -2 | 3.2 | 41 | 1.7 | -7 | -0.8 | -7 | -41 | 5.1
- CC(=O)NCC(=O)NC(Cc1ccccc1)C(N)=O (centres undefined)
→ -3 | 1 | -2.1 | 9 | 0.6 | -7 | -0.6 | 1 | -9 | -0.5

Individual results from above.
AddAB inh, `CCCCCCCNC(=O)C1(CC2CC(c3ccc(Cl)cc3)=NO2)CCN(C(=O)OC(C)(C)C)CC1` (centres undefined) = 3.2
E coli growth, `Cc1cc(C)n(-c2nc(NCCN(C)C)c3c4c(sc3n2)CCCC4)n1` = -2.7
AddAB inh, `O=[N+]([O-])c1cccc(/C=N/N2CCN(c3ccccn3)CC2)c1` = -0.6
MITF TRPM1 HTS, `Cc1csc(NC(=O)CSc2nnc3c4ccccc4nc(C(C)(C)C)n23)n1` = -26
SR-BI HDL uptake, `Cc1cc2c(cc1S(=O)(=O)NCc1ccccc1Cl)OCCN2C` = -23
CAL PDZ FP-2, `CC(=O)NCC(=O)NC(Cc1ccccc1)C(N)=O` (centres undefined) = -0.6
AddAB inh, `COC(=O)CCSCC(=O)Nc1ccc(S(=O)(=O)N2CCOCC2)cc1OC` = 4.1

Remaining list, next part.
Compound | CAL PDZ FP-1 | Wnt act | AddAB inh | SR-BI uptake up | E coli growth | Tat export inh | CAL PDZ FP-2 | MITF TRPM1 HTS | SR-BI HDL uptake | phage Ecoli inh
O=C(CCc1ccccc1)Nc1ccccc1OC(=O)c1ccccc1 | x | -3 | x | -7 | x | -1 | 0.2 | 9 | 7 | 2.1
COc1cc(C=C2C(=O)OC(C)(C)OC2=O)cc(Cl)c1OCC(=O)Nc1ccccc1 | 17 | 1 | 0.3 | -10 | -3.3 | -2 | -3.0 | -11 | 10 | 3.3
O=C(Nc1ccccc1-c1nnc(SCc2ccccc2Cl)o1)c1ccccc1 | -3 | -6 | -0.5 | -13 | -2.5 | 2 | -0.2 | x | 13 | 3.8
O=C(Cn1nnc2ccccc21)N/N=C\c1cccs1 | -2 | x | 1.7 | 4 | 0.2 | -4 | -6.3 | 0 | -4 | 1.6
O=C(CSc1cn[nH]n1)Nc1ccc(Cl)cc1Cl | -1 | 10 | 0.2 | 0 | 1.1 | -5 | -1.8 | 10 | 0 | 1.9
CCCc1nc2oc(C(=O)OCC)c(N)c2c2c1COC(C)(C)C2 | -5 | 1 | -0.3 | -2 | 2.5 | 2 | -0.6 | x | 2 | 2.3
O=C(N/N=C/c1cccnc1)c1ccccc1Cl | -2 | 5 | 3.7 | x | 0.7 | 1 | -0.7 | 23 | x | 2.8
O=C(O)c1cc(S(=O)(=O)NCCOc2ccccc2)ccc1Cl | -2 | 1 | 1.0 | 37 | 1.3 | 0 | -1.3 | -2 | -37 | 1.8
CCN(C[C@H]1N[C@@](C)(C(=O)OC)[C@H]2C(=O)N(Cc3ccccc3)C(=O)[C@@H]12)C(=O)Nc1ccc(C)cc1 | -2 | 1 | 3.2 | 12 | 1.8 | -10 | -0.2 | 20 | -12 | -1.2
Cc1[nH]c(-c2ccco2)nc1C(=O)O | x | -2 | 1.3 | 7 | -0.7 | -10 | -4.0 | -2 | -7 | 0.9
C=CCC(COCc1ccccc1)NS(=O)(=O)c1ccccc1Br (centres undefined) | -4 | 0 | 3.5 | -6 | -0.5 | -10 | -0.5 | -4 | 14 | 3.4
COc1ccc(CCNc2cc(-c3ccccc3)nc3ncnn23)cc1 | -1 | x | 1.3 | 2 | 3.2 | -1 | -3.8 | -9 | -2 | 4.0
Cc1ccc(-n2nc3c(c2NC(=O)c2ccco2)CS(=O)(=O)C3)cc1 | -3 | 0 | 0.9 | 17 | 1.2 | 13 | -0.5 | 0 | -17 | 1.6
N#CCCN(C(=O)COC(=O)C12CC3CC(CC(O)(C3)C1)C2)c1ccc(F)cc1 | 9 | -1 | 1.3 | 28 | -1.2 | -1 | -0.6 | 0 | -28 | -0.6

Limited to CAL PDZ FP-2 and Tat export inh (two entries from above):
SMILES,CAL PDZ FP-2,Tat export inh
O=C(CCc1ccccc1)Nc1ccccc1OC(=O)c1ccccc1,0.2,-1
COc1cc(C=C2C(=O)OC(C)(C)OC2=O)cc(Cl)c1OCC(=O)Nc1ccccc1,-3.0,-2
